From PubChem BioAssay
TLR9-MyD88 inh = inhibitors of TLR9-MyD88 association in cells, primary screen, cell-based, CHO, BLA complementation, fluorescence. CCF4 FRET ratio. inhibition, % at 4.98 µM. 0.21% of 340,000 active. AID 504734, 2011;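 active = inhibition above the mean over all tested compounds plus 3 SD, cut at about 21% in these data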;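 also: 0% = DMSO only wells and 100% = clavulanate BLA inhibitor control wells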
MC4R ag barr = MC4R agonists recruiting beta-arrestin, primary screen, cell-based, luminescence, agonist arm of biased-ligand search; 0.98% of 360,000 active; U2OS MC4R beta-arrestin complementation; percent of melanotan II response, DMSO zero; Melanocortin receptor 4 (Homo sapiens), P32245; activation, % at 8.9 µM;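 active = activation above a per-plate cutoff, the mean activation of sample wells on that plate plus 3 SD, cut at about 8% in these data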
Glyco luc inh = increase of ERlucT glycosylation luciferase signal, primary screen, N-linked glycosylation inhibitor project, D54 ERlucT cells, luminescence, set 2; reporter increase, % at 12.5 µM; D54 ERlucT glycosylation luciferase reporter, 24 h; percent of 100 nM tunicamycin response; 0.23% of 360,000 active;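 active = mean luciferase reporter signal, scaled so untreated is 0 and the glycosylation-blocking control 100, at or above a set limit in every replicate; inconclusive = mean reaches the limit but not every replicate does; inactive = mean below the limit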;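 also: luciferase carries N-glycosylation sites so blocking glycosylation raises the light; 0% = median of neutral control wells and 100% = median of 100 nM tunicamycin wells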
SRC2 inh = inhibition of GAL4-SRC2 driven luciferase reporter, primary screen, SRC2 inhibitor project, cell-based, luminescence; Nuclear receptor coactivator 2 (Homo sapiens), Q15596; HEK293 GAL4-SRC2 luciferase reporter; inhibition, % at 9 µM; 0.17% of 370,000 active; AID 651957, 2012;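 active = inhibition above the mean inhibition of all tested compounds plus 3 SD, set per campaign, cut at about 52% in these data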;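 also: 0% = DMSO treated cells and 100% = cells given Gossypol at 36 µM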
H9c2 protect = cardioprotection against H2O2-induced cell death, primary screen, uHTS, H9c2 cells, ATPLite luminescence; H9c2 cardiomyocytes, H2O2 injury protection, 2 h; protection from H2O2 cell death, % at 20 µM; 0.63% of 360,000 active; AID 588492, 2011;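 active = compounds giving at least 50% protection of heart cells from peroxide-induced death in the single-dose screen, raw or plate-pattern-corrected value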;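 also: 0% = DMSO wells with peroxide and 100% = DMSO wells without peroxide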
HTR2A ag = mouse Htr2a agonists via beta-arrestin recruitment, primary screen, cell-based, luminescence; 5-hydroxytryptamine receptor 2A (Mus musculus), P35363; CHO-K1 mHTR2A beta-arrestin complementation; percent of 30 µM serotonin response; activation, % at 7.6 µM; 0.66% of 360,000 active;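 active = activation above a run cutoff, the mean activation of all tested compounds plus 3 SD, cut at about 14% in these data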;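 also: 0% = plate median of compound wells and 100% = 30 µM serotonin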
MC4R antag cAMP = MC4R antagonists of cAMP signaling, primary screen, cell-based, TR-FRET, antagonist arm of biased-ligand search; Melanocortin receptor 4 (Homo sapiens), P32245; MC4R-expressing cells, MTII-stimulated cAMP, LANCE TR-FRET; inhibition, % at 6.5 µM; 0.48% of 360,000 active;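 active = inhibition above its plate's cutoff, the mean of tested wells on that plate plus 3 SD, cut at about 29% in these data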;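 also: 0% = Melanotan II alone and 100% = Melanotan II plus saturating MCL0020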
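system = U2OS cells with stable human MC4R expression | also added = Melanotan II challenge after compound preincubation | dosing = one concentration, 6.5 µM nominal | incubation = compound 30 min, challenge 1 h, detection 1 h | measured by = TR-FRET with Eu-cAMP and labeled anti-cAMP, 671 nm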
ABHD5 PLIN5 PPI = ABHD5-PLIN5 interaction inhibitors, primary screen, cell lysate, split luciferase complementation, luminescence; 0.78% of 360,000 active; inhibition, % at 4 µM; Perilipin-5 (Homo sapiens) + 1-acylglycerol-3-phosphate O-acyltransferase ABHD5 (Homo …; Split G. princeps luciferase complementation, 4 h;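 active = inhibition above the mean inhibition across every tested compound plus 3 SD, cut at about 22% in these data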;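 also: 0% = DMSO only wells and the 100% control is not disclosed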
Target sequence (Q00G26 whole entry, looked up): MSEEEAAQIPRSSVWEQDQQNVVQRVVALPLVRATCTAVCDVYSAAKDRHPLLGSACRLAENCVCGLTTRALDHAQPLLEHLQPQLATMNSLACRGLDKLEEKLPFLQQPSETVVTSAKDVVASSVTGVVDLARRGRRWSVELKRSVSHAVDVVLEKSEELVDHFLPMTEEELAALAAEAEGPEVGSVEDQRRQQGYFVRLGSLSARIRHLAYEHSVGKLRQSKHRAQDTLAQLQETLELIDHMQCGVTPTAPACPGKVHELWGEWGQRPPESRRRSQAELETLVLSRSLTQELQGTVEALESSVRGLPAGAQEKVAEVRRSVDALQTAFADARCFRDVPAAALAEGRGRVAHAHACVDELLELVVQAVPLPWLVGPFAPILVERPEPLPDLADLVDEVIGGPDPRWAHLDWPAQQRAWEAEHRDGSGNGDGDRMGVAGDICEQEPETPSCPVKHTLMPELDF
Target sequence (Q8WTS1 whole entry, looked up): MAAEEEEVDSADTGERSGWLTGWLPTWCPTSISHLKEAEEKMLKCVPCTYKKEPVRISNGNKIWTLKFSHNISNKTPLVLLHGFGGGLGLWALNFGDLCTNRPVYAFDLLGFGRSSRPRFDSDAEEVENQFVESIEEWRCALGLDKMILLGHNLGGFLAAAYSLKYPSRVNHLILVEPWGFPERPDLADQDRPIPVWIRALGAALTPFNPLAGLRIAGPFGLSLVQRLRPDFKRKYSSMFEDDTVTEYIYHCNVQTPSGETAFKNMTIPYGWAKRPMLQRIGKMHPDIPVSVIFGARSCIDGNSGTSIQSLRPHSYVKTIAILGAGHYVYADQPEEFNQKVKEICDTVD
ABCB6 inh 2 = ABCB6 transporter inhibitors, primary screen, K562-ABCB6 cells, flow cytometry, MLPCN library. fluorescence ratio to DMSO, % at 10 µM. K562-ABCB6 porphyrin accumulation, 1 h; stronger effect = lower value. ATP-binding cassette sub-family B member 6 (Homo sapiens), Q9NP58. 0.19% of 360,000 active;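 active = fluorescence ratio to DMSO below 75%, the collection mean minus 3 SD; inconclusive = too few cells collected in the well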;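 also: signal is porphyrin accumulated inside mitochondria; 100% equals median channel fluorescence of DMSO control wells; lower ratio means ABCB6 inhibition with less porphyrin fluorescence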
NOD2 RIPK2 PPI = NOD2-RIPK2 binding disruptors in cells, primary screen, fluorescence, CHO cells, BLA complementation | Receptor-interacting serine/threonine-protein kinase 2 (Homo sapiens), O43353 | CCF4 ratio | inhibition, % at 4.98 µM | 0.38% of 360,000 active | AID 624267, 2012; in the data active = inhibition above about 21%;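 also: 0% = vehicle only and 100% = reference blocker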
* = called active by the depositor; u = inconclusive; x = no result given. Some of the compounds tested; count on the stated rates, not on these rows.

SMILES | TLR9-MyD88 inh | MC4R ag barr | Glyco luc inh | SRC2 inh | H9c2 protect | HTR2A ag | MC4R antag cAMP | ABHD5 PLIN5 PPI | ABCB6 inh 2 | NOD2 RIPK2 PPI
CC(C)CC(=O)Nc1ccc(S(=O)(=O)N2CCCC2)cc1 | -14 | -2.5 | -1 | 9 | 1 | 1 | -1 | 2 | 101 | -8
CCOc1ccc(-c2nnn(CC(=O)NCc3cccs3)n2)cc1 | 9 | 4.0 | 1 | 7 | -11 | 5 | -4 | 1 | 101 | -7
O/N=C(/c1ccc(F)cc1)C1CC1c1c(F)cccc1Cl (stereo not given) | 7 | 2.9 | -1 | 0 | -2 | -5 | 4 | -13 | 96 | -27
Cc1c(C(=O)N(Cc2cccc(Br)c2)C2CCS(=O)(=O)C2)oc2ccc(F)cc12 (stereo not given) | -27 | -1.0 | -4 | 12 | 0 | 1 | 21 | -4 | 95 | 0
CCCCC(=O)NS(=O)(=O)c1ccc(N=NN2CCOCC2)cc1 | -7 | -0.6 | 0 | 8 | 6 | 5 | 6 | 4 | 98 | -7
CCOc1ncccc1C(=O)Nc1ccc(F)c(Cl)c1 | -3 | -2.0 | 3 | 20 | 10 | 0 | 9 | -1 | 97 | 6
CCN1CCN(CCc2nc3cc([N+](=O)[O-])ccc3n2C)CC1 | -6 | -0.1 | -2 | -17 | 4 | -7 | 13 | 0 | 98 | -1
COc1ccc(CNC(=O)COC(=O)c2ccc(OCC3CCCO3)cc2)cc1 (stereo not given) | 12 | -2.4 | 10 | -6 | -6 | -6 | -15 | -2 | 98 | 5
O=C(CSc1nc(-c2ccccc2)nc2c1Cc1ccccc1O2)Nc1ccc(C(=O)O)cc1 | 7 | -3.0 | -2 | 5 | -1 | -2 | 5 | 0 | 96 | 1
CCCOc1ccc(C2=CSC3=NCCN23)cc1[N+](=O)[O-] | 11 | -1.0 | 3 | -10 | 4 | 0 | 1 | 2 | 93 | 0
COc1ccccc1N1CCN(C(=O)c2cn(-c3ccccc3)nc2-c2cccnc2)CC1 | -14 | 0.2 | 3 | -26 | -1 | -1 | 9 | -4 | 100 | -9
CCOc1ccc(NS(=O)(=O)c2ccc(NC(=S)NC(=O)CC(C)C)cc2)cc1 | -2 | 1.0 | -3 | 3 | -24 | -1 | -6 | -7 | 83 | -2
Cc1c(C(=O)N2CCCCC2)sc(NC(=O)C23CC4CC(CC(C4)C2)C3)c1C#N | -2 | -0.9 | 2 | 4 | 18 | 4 | 18 | 1 | 89 | 2
CCCC(=O)Nc1ccc(Cl)c(NC(=S)NC(=O)C(C)C)c1 | 0 | -0.7 | -1 | 21 | -5 | 4 | 21 | 1 | 103 | 2
CCCOCC1CC(CCc2nc(=S)[nH][nH]2)C(=O)O1 (stereo not given) | -10 | -2.9 | 1 | -10 | 4 | -1 | 12 | -8 | 91 | -5
O=C(Nc1ccccc1F)c1cc(S(=O)(=O)N2CCOCC2)ccc1N1CCOCC1 | 10 | -2.1 | -3 | 7 | 3 | 0 | 8 | -29 | 101 | -2
O=C(Nc1ccccc1C(=O)N1CCOCC1)c1ccc(CSc2ccccc2)cc1 | 5 | -3.5 | -1 | 13 | 28 | 3 | 2 | -1 | 94 | -1
CC1CC(C)CN(CCOc2cccc(Cl)c2Cl)C1 (stereo not given) | 1 | 1.6 | -2 | -7 | -1 | 30* | 0 | 18 | 100 | 4
COc1ccc(-c2nc(-c3cccc(C)c3)nc(N3CCN(C)CC3)c2C#N)cc1 | -3 | -0.8 | 0 | -48 | 15 | -6 | -7 | 10 | 95 | 1
CCN(CC)Cc1nc2sc(C)c(C)c2c(=O)[nH]1 | -1 | -2.3 | 1 | 0 | 12 | -1 | 3 | 1 | 111 | -11
Cc1cccc(N(CC(=O)NC(C)(C)C)C(=O)CNC(=O)c2cccs2)c1C | 11 | -2.1 | 0 | -25 | -4 | -4 | -2 | -7 | 96 | -1
O=C(Cn1cnc2cc([N+](=O)[O-])ccc2c1=O)NC(c1ccccc1)c1ccccc1 | 9 | 3.2 | 1 | 10 | 1 | 2 | 3 | 2 | 95 | 1
COc1ccc(N(C(C)=O)C2C=CS(=O)(=O)C2)c(OC)c1 (stereo not given) | 4 | -0.1 | 0 | -2 | 6 | 1 | 10 | 1 | 99 | 3
O=C(NCCc1ccccc1)C1CCC(Cn2c(=O)c3ccccc3n(Cc3cccnc3)c2=O)CC1 (stereo not given) | -4 | -1.8 | 0 | -19 | 8 | 1 | 5 | -1 | 90 | -13
Cc1nn(C)c(C)c1S(=O)(=O)N1CCC(C(=O)Nc2ccc3c(c2)OCCO3)CC1 | 1 | -0.4 | -5 | 23 | -1 | -2 | 0 | -7 | 104 | -17
CC(=O)N(c1ccc(Cl)cc1)c1nc(C)cc(C)c1C#N | -5 | -2.0 | 0 | -30 | -2 | 3 | 3 | 3 | 96 | -10
COCC1CCN(Cc2c(C(=O)N3CCN(C4CCCCC4)CC3)nc3ccccn23)C1 (stereo not given) | 12 | -0.9 | 0 | -16 | 9 | -4 | 6 | 2 | 94 | -2
C[C@@H]1[C@@H](Sc2ccccc2)CC(=O)O[C@@H]1c1ccc(-c2ccccc2)cc1 | 7 | -1.4 | u | 24 | -11 | 1 | 11 | 7 | 97 | 1
CN(C)c1nc(N)c2ncc(=S)[nH]c2n1 | 2 | -2.7 | -3 | -42 | -2 | 0 | 11 | -14 | 112 | 1
O=C(CCCn1c(=O)oc2ccccc21)Nc1ccccc1 | 0 | -0.8 | -1 | -29 | -2 | -7 | 6 | 5 | 99 | 0
COc1ccc(/C(N)=N/OC(=O)c2c(-c3ccccc3Cl)noc2C)cc1OC | -1 | -1.5 | 15 | 12 | 10 | -5 | 5 | -5 | 99 | -3
O=C(N/N=C\c1ccc(O)c([N+](=O)[O-])c1)c1ccccc1-n1cccc1 | 11 | 0.5 | 5 | 31 | 0 | -2 | -3 | 15 | 96 | -14
CC1(C)c2ccccc2N2CCC(=O)NC21/C=C/c1ccco1 (stereo not given) | -11 | 0.4 | 1 | -8 | 1 | 2 | 2 | 21 | 124 | 3
C=C[C@@H]1c2cc(C)ccc2N(S(=O)(=O)c2ccc(C)cc2)[C@H](c2ccc(OC(C)=O)cc2)C1(C#N)C#N | 0 | -1.4 | 4 | -9 | -4 | -7 | -1 | -3 | 97 | 1
O=C(O)c1cc(S(=O)(=O)N2CCCCC2)sc1Cl | 2 | -2.8 | 3 | 15 | 7 | -1 | -7 | 0 | 94 | -6
CCN1C(=O)[C@H]2[C@H]3CN=C(SCc4ccc(C)cc4)N3[C@@](Cc3ccccc3)(C(=O)OC)[C@H]2C1=O | 0 | 1.7 | -1 | 18 | 19 | 1 | 3 | 0 | 97 | -4
COc1cccc(C(C(=O)NC2CCCC2)N(C(=O)c2ccco2)c2cccc(C(C)=O)c2)c1OC (stereo not given) | 6 | -0.7 | 0 | 1 | 2 | 2 | 11 | 0 | 93 | 2
Cc1c(NC(=O)C(C#N)=C2CCCCC2)c(=O)n(-c2ccccc2)n1C | -2 | -0.9 | 2 | -11 | 5 | 0 | 7 | -5 | 95 | 2
CC(Cn1cncn1)C(=O)N1CCN(S(=O)(=O)c2ccccc2)CC1 (stereo not given) | -2 | -1.5 | -1 | 7 | 1 | -1 | 12 | 3 | 95 | 0
CC(C)(C)C(=O)CNS(=O)(=O)c1ccc(S(=O)(=O)NC2CCCC2)cc1 | -6 | -0.1 | -3 | -17 | -5 | 2 | -2 | -9 | 99 | 4
CCCCn1c(N)c(N(CCOC)C(=O)c2ccc(C)o2)c(=O)[nH]c1=O | -10 | -2.7 | 1 | 5 | 6 | -6 | 14 | 1 | 98 | 2
CCOC(=O)C1=C(c2ccccc2)N(C)C(=O)NC1c1ccc(OC(F)F)c(OC)c1 (stereo not given) | -6 | -2.2 | -2 | -15 | -4 | -1 | -1 | 1 | 100 | 6
CN(c1ccc(OC(=O)CN2C(=O)NC3(CCCC3)C2=O)cc1)S(=O)(=O)c1ccccc1 | 4 | 0.6 | 0 | -62 | 2 | 0 | 8 | -2 | 94 | 2
CC1(C(=O)NS(=O)(=O)c2cccc(OC(F)F)c2)CCN1C(=O)Cc1ccsc1 (stereo not given) | x | -0.4 | 2 | 3 | 3 | 3 | 6 | 0 | 97 | 2
CS(=O)(=O)N1CCCCC1c1cc(C(=O)NCc2ccc(F)cc2)no1 (stereo not given) | x | -2.3 | 2 | 8 | 0 | 2 | -1 | 3 | 93 | 1
Cc1sc(NC(=O)C2CCCC2)c(C#N)c1C | 3 | -0.8 | 0 | -15 | 1 | 1 | 1 | -7 | 97 | 3
Cc1cc(C(=O)N/N=C/c2cccnc2)c2ccccc2n1 | 4 | 1.1 | 1 | 7 | 2 | 1 | 4 | 9 | 95 | -11
CC(C)Oc1ccc(CN2CCCC(CO)(Cc3ccc(F)cc3)C2)cc1 (stereo not given) | -17 | 0.6 | -1 | 1 | -4 | -5 | 16 | -5 | 98 | 5
Cc1ccc(S(=O)(=O)CCC(=O)N2CCN(c3ccc([N+](=O)[O-])cc3)CC2)cc1 | -9 | -0.7 | -3 | -18 | -12 | -1 | 6 | -4 | 94 | -2
Cc1cc(NC(=O)CN2C(=O)/C(=C/c3ccccc3F)SC2=S)no1 | 0 | -0.6 | -2 | 8 | -6 | -6 | 5 | -2 | 99 | -5
COc1ccc(-c2cc(CCCC(=O)N3CCN(c4ccc(OC)cc4)CC3)no2)cc1 | -10 | 2.2 | -5 | 12 | -19 | -3 | 8 | 6 | 93 | -8
